# JMJD2A Tudor: qHTS Assay for Inhibitors of JMJD2A-Tudor Domain. AlphaScreen JMJD2A-Tudor / H3K4me3 peptide binding. Lysine-specific demethylase 4A (Homo sapiens), O75164. AID 504339, 2011. Potency, µM (highest dose often 114 µM), without a hit: top-dose activity change, negative = inhibition, most hits filed as inhibitors. 390,000 tested, 4.4% active; further: potency means the concentration at half of the fitted maximal effect; on the % scale 0 is the no-effect control and ±100 the full control effect; nearly all actives have a fitted effect of over 50% in size
# Target sequence (O75164 whole entry, looked up, the tested form may be a part): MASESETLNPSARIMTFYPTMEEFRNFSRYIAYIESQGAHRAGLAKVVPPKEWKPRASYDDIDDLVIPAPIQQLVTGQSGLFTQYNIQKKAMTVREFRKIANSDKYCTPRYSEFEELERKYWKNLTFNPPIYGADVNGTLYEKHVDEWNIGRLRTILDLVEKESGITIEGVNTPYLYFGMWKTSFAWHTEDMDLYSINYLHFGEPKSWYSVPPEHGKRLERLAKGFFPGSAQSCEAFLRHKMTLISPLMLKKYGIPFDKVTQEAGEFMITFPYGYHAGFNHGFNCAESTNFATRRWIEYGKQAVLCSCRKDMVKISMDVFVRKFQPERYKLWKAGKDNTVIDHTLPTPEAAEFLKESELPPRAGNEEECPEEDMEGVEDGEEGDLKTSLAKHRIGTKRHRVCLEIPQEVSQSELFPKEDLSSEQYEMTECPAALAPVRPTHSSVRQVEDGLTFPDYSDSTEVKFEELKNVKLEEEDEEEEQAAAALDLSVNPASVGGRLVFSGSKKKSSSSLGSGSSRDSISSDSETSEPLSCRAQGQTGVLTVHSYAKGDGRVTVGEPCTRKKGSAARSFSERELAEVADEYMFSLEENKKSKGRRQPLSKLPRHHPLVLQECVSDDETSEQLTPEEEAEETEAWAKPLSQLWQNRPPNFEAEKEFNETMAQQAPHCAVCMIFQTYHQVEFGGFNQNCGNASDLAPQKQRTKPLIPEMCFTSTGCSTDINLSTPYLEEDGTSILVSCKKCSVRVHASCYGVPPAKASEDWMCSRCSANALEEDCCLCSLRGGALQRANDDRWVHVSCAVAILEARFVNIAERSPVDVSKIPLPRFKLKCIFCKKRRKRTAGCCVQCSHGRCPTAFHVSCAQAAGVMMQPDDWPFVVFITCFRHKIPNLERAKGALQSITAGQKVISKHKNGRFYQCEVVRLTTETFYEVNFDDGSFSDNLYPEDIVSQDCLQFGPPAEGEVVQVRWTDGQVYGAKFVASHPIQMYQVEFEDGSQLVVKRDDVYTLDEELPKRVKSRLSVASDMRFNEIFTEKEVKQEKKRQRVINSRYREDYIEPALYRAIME
# BAZ2B inh: qHTS Assay for Inhibitors of BAZ2B | AlphaScreen BAZ2B-H3K14Ac peptide displacement | Bromodomain adjacent to zinc finger domain protein 2B (Homo sapiens), Q9UIF8 | Potency, µM (series often up to 114 µM), for inactives: top-dose activity change, negative = inhibition, actives largely listed as inhibitors | AID 504333, 2011 | 360,000 tested, 4.4% active; further: potency means the concentration at half of the fitted maximal effect; on the % scale 0 is the no-effect control and ±100 the full control effect; nearly all actives have a fitted effect of over 60% in size
#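 Inhibition is scored as reduced AlphaScreen emission. The BAZ2B/b-H3(5-23)K14Ac complex (50 nM each) in PBS pH 7.4, 0.01% Tween-20 meets compound (up to 110 uM) for 30 min at RT before bead addition.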
# GLS inhibitor: qHTS for Inhibitors of Glutaminase (GLS). AID 624170, 2012. GLS enzymatic activity, qHTS titration. Glutaminase kidney isoform, mitochondrial (Homo sapiens), O94925. 410,000 tested, 0.21% active. Potency, µM (titrated, usually from 45.5 µM), without a hit: at the top dose activity change, negative = inhibition, usual class: inhibitors; further: potency means the concentration at half of the fitted maximal effect; on the % scale 0 is the no-effect control and ±100 the full control effect
#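 hKGA in 45 mM KH2PO4 pH 8.2, 0.02% Tween-20 with pin-transferred compounds; 1 mM L-glutamine (stock) plus glutamate oxidase/HRP/Amplex Red coupling added. Fluorescence read initially and after 30 min at RT.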
# RGS4 inhibitor: Inhibitors of Regulator of G Protein Signaling (RGS) 4: qHTS; 390,000 tested, 0.039% active; AID 504845, 2011; Potency, µM (doses to about 114 µM), without a hit: at the top dose activity change, negative = inhibition, hits mostly inhibitors; Regulator of G-protein signaling 4 (Homo sapiens), P49798; Transcreener GDP fluorescence polarization, RGS4-accelerated GTP hydrolysis; further: potency means the concentration at half of the fitted maximal effect; on the % scale 0 is the no-effect control and ±100 the full control effect; nearly all actives have a fitted effect of over 75% in size; some results filed as inactive show a strong effect at the top dose
#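 MLSMR compounds (23 nl, pin-transferred) preincubated 10 min at room temperature with a 500nM (2x) first reagent, then RGS4 at 900nM (2x) plus Transcreener GDP mix added; fluorescence polarization (620/688 nm) read before and after 90 min at 30 °C.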
# ALOX12 inh: Primary qHTS assay for inhibitors of human arachidonate 12S-lipoxygenase (ALOX12): Round 2; Polyunsaturated fatty acid lipoxygenase ALOX12 (Homo sapiens), P18054; purified 12hLO, xylenol orange hydroperoxide absorbance; Potency, µM (doses to about 108 µM), for inactives: at the top dose activity change, negative = inhibition, hits mostly inhibitors; 580,000 tested, 1.1% active; AID 1671190, 2021; further: potency means the concentration at half of the fitted maximal effect; on the % scale 0 is the no-effect control and ±100 the full control effect
#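 Hydroperoxide product was detected by ferrous iron/xylenol orange as the 573 to 405 nm absorbance ratio. Arachidonic acid at 40 uM (final) was turned over for 30 min at room temperature by 150 nM human 12hLO, pH 7.0 Hepes buffer, after 15 min compound preincubation.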
# ERG Ets-DNA blk: qHTS for Small Molecule Inhibitors of the ERG Ets/DNA interaction | Potency, µM (doses to about 76.9 µM), inactives show at the top dose FP activity, negative = inhibition, actives largely listed as inhibitors | Transcriptional regulator ERG (Homo sapiens), P11308 | 370,000 tested, 0.028% active | fluorescence polarization, His-ERG Ets domain / labelled DNA; active means well fitted inhibition curve with a large enough effect in the polarisation, with a control signal flat; inconclusive means small, poorly fitted or top-dose-only effect, or effect the other way, or a change in a side signal; inactive means no such curve, though single readings can be large or run the other way; the % refers to the polarisation;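 further: polarization taken with two DNA probes labelled with fluorescein and Texas red; potency means the concentration at half of the fitted maximal effect; % of control where 0% means no effect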
#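 His-tagged ERG Ets domain (1 uM in the protein solution; 300mM KCl, 50mM Tris-HCl, 1mM EDTA, 1mM DTT, pH 7.5) received compound, then a probe mix of 5 nM fluorescein-DNA and 100nM Texas-615-DNA. Fluorescence polarization was read for both dyes.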
# PI4K2A inh: qHTS for small molecular inhibitors of PI4K2A; Phosphatidylinositol 4-kinase type 2-alpha (Homo sapiens), Q9BTU6; purified PI4K2A, ADP-Glo luminescence, 1 h; active compounds read low; activity change, negative = inhibition, % at 76.9 µM; 420,000 tested, 0.13% active; AID 1346378, 2018; in the data active means activity change below about -50%; inconclusive means mostly about -30% to -49%;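 further: -100% = wells without enzyme as full effect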
#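 Compounds are screened against recombinant PI4K2A using PI as substrate and ATP, the latter dispensed at 300 microM. Reactions run one hour at ambient temperature before ADP-Glo detection; full inhibition defined by wells lacking enzyme.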
# G9a block: qHTS Assay for Inhibitors of Histone Lysine Methyltransferase G9a; Histone-lysine N-methyltransferase EHMT2 (Homo sapiens), Q96KQ7; G9a H3K9 monomethylation, AlphaScreen, 2 h; Potency, µM (highest dose often 102 µM), without a hit: at the top dose activity, negative = inhibition, hits mostly inhibitors; 350,000 tested, 8.8% active; further: potency means the concentration at half of the fitted maximal effect; on the % scale 0 is the no-effect control and ±100 the full control effect; nearly all actives have a fitted effect of over 75% in size
#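 Enzyme 20 nM + cpd, 15 min RT; add b-H3K9 pep 500 nM / SAM 20 uM; 2 h RT; anti-H3K9me1 Ab 0.5 ug/mL + SA donor / anti-rabbit acceptor beads 20 ug/mL each, 10 min; AlphaScreen read.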
# HP1b binding inh: HTS for Inhibitors of HP1-beta Chromodomain Interactions with Methylated Histone Tails; Chromobox protein homolog 1 (Homo sapiens), P83916; AlphaScreen HP1-beta / biotin-H3K9me3 peptide binding; Potency, µM (series often up to 114 µM), for inactives: at the top dose activity change, negative = inhibition, most hits filed as inhibitors; 390,000 tested, 0.56% active; further: potency means the concentration at half of the fitted maximal effect; nearly all actives have a fitted effect of over 70% in size; inactives centre near 23
#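 Compound inhibition of the preformed complex between 50 nM HP1-beta and 50 nM biotinylated H3K9me3 peptide was read by AlphaScreen. Buffer was PBS pH 7.4 with 0.01% Tween-20. Incubations ran 30 min at room temperature, with 10 ug/mL donor/acceptor beads.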
# Active calls of the source: *; i = inactive; u = inconclusive; x = no result given; [ ] = remark or other dose. Unless noted, the call rests on the fitted dose curve; in most records, active means well fitted curve in the direction sought with a large enough effect; inconclusive means small, poorly fitted or top-dose-only effect, or another doubt; inactive means no such curve, though single readings can be large; an effect the other way counts as inactive or inconclusive.
1. CC1CCCN(C(=O)COc2ccc(NC(=O)c3cccs3)cc2)C1 (stereo unspecified)
2. COc1ccc(OCC(O)CN2CCN(c3ccc(Cl)cc3)CC2)cc1 (stereo unspecified)
3. CC(=O)Nc1ccc(C(F)(F)F)cc1Cl
4. COc1ccc(C(=O)Nn2c(SCC(=O)NC3CCCC3)nc3ccccc3c2=O)cc1
5. Cc1ccccc1/C=C1\Sc2ccc(C(=O)N3CCN(c4ccccn4)CC3)cc2N(C)C1=O
6. CCOC(=O)c1csc(NC(=O)c2ccc(S(=O)(=O)N(CC)CC)cc2)n1
7. COc1ccc(-n2c(C)nn(C)c2=O)c(OC)c1
8. O=C(CCC(=O)c1ccc(F)cc1)Nc1cccc(S(=O)(=O)Nc2cccc(Cl)c2)c1
entry no.,1,2,3,4,5,6,7,8
JMJD2A Tudor,-34%,-11%,-14%,-21%,-35%,-6%,-6%,-6%
BAZ2B inh,u,-13%,2%,2%,u,2%,-24%,7%
GLS inhibitor,-9%,3%,6%,8%,1%,-8%,-4%,-2%
RGS4 inhibitor,10%,-7%,2%,-25%,19%,-11%,-6%,-8%
ALOX12 inh,-18%,1%,111%[activator],-12%,x,0%,0%,4%
ERG Ets-DNA blk,0%,1%,7%,0%,1%,3%,-14%,3%
PI4K2A inh,4,2,-1,-10,1,-9,3,-4
G9a block,-14%[59 µM],2%,6%,-15%,u,-6%[59 µM],103%[activator][59 µM],20%[59 µM]
HP1b binding inh,9%,35%,8%,19%,4%,32%,28%,13%

# Overlap with the part before: 3 compounds; new compounds follow.
6. CCOC(=O)c1csc(NC(=O)c2ccc(S(=O)(=O)N(CC)CC)cc2)n1
7. COc1ccc(-n2c(C)nn(C)c2=O)c(OC)c1
8. O=C(CCC(=O)c1ccc(F)cc1)Nc1cccc(S(=O)(=O)Nc2cccc(Cl)c2)c1
9. COC(=O)c1c(C)[nH]c(C(=O)NCc2ccco2)c1C
10. COc1ccc(CCNC(=O)CCCCn2c(=O)c3ccccc3n(Cc3ccc(Cl)cc3)c2=O)cc1OC
11. O=C(NC(CC(=O)N1CCN(c2ccccc2)CC1)c1ccccc1)c1ccccc1Cl (stereo unspecified)
12. O=C(CN1CCN(S(=O)(=O)N2CCOCC2)CC1)Nc1cc(Cl)cc(Cl)c1
13. CCN(CC)S(=O)(=O)c1ccc(Cl)c(NC(=O)CSc2nnc(-c3cccs3)o2)c1
14. Cc1cc2oc3ccc(NCCC4CCCN4C)cc3c(=O)c2cc1C (stereo unspecified)
15. CCCC(=O)N1CCN(S(=O)(=O)c2cc(Cl)ccc2OC)CC1
16. CCN(C(=O)CSc1nc2ccccc2c(=O)n1C(C)COC)C1CCS(=O)(=O)C1 (stereo unspecified)
entry no.,6,7,8,9,10,11,12,13,14,15,16
JMJD2A Tudor,-6%,-6%,-6%,-15%,-16%,-13%,-11%,-9%,u,7%,-17%
BAZ2B inh,2%,-24%,7%,-32%,-12%,u,-1%,-1%,x,-4%,-4%
GLS inhibitor,-8%,-4%,-2%,-2%,14%,3%,-4%,23%,24%,1%,-3%
RGS4 inhibitor,-11%,-6%,-8%,-12%,-5%,1%,13%,0%,33%,7%,-3%
ALOX12 inh,0%,0%,4%,-2%,-7%,-10%,8%,13%,u,26%,-11%
ERG Ets-DNA blk,3%,-14%,3%,-19%,0%,0%,-3%,6%,6%,9%,-2%
PI4K2A inh,-9,3,-4,4,1,-16,3,0,-2,-6,3
G9a block,-6%[59 µM],103%[activator][59 µM],20%[59 µM],-34%,-39%[59 µM],18%[59 µM],-8%[59 µM],1%[59 µM],x,4%[12.7 µM],-2%
HP1b binding inh,32%,28%,13%,-3%,4%,12%,15%,31%,8%,28%,32%

17. CS/C(=N\S(=O)(=O)c1cccs1)Nc1ccc(F)cc1
18. COc1c(F)c(F)c(C(=O)Nc2ccc(-c3nc4ccccc4[nH]3)cc2)c(F)c1F
19. O=C(CSc1ncn(-c2ccccc2)n1)Nc1nc2ccccc2s1
20. CC(C)OC(=O)CSc1nnc(-c2ccc([N+](=O)[O-])cc2)o1
21. COCCNC(=S)N(CCc1c(C)[nH]c2ccc(Cl)cc12)Cc1cccs1
22. Cn1cc(CC(=O)Nc2cccc(C#N)c2)c2ccccc21
23. Cc1ccc(C2c3c(oc4ccccc4c3=O)C(=O)N2c2nnc(C)s2)cc1 (stereo unspecified)
24. Cc1c(NC(=O)c2cccc(NC(=O)COc3ccccc3)c2)c(=O)n(-c2ccccc2)n1C
entry no.,17,18,19,20,21,22,23,24
JMJD2A Tudor,-3%[57.1 µM],-9%,45µM*,-17%,u,-7%,-4%,-14%
BAZ2B inh,-5%,-13%,-5%,-17%,x,u,1%,-3%
GLS inhibitor,11%,-7%,0%,-2%,7%,-2%,-7%,-1%
RGS4 inhibitor,3%,-1%,1%,13%,3%,-15%,-9%,7%
ALOX12 inh,-16%,14%,u,-5%,-25%,u,u,3%
ERG Ets-DNA blk,3%,6%,-6%,2%,4%,8%,2%,-8%
PI4K2A inh,1,-9,1,-2,1,-2,2,5
G9a block,u,-27%,u,-3%,u,u,0%[59 µM],12%[12.7 µM]
HP1b binding inh,29%,42%[activator],-6%,-12%,3%,8%,70%[activator],19%

25. CC(C)COc1ccc(C(=O)NC(Cc2c[nH]c3ccccc23)C(=O)NN)cc1 (stereo unspecified)
26. O=C(Cc1ccc(NC(=O)C2CCN(C(=O)C3CCCC3)CC2)cc1)Nc1cccc(C(=O)N2CCCCC2)c1
27. O=C(Nn1cnc2ccccc2c1=O)c1ccccc1F
28. COc1ccc(-n2c(=O)[nH]cc(C(=O)Nc3ccc4c(c3)OCCO4)c2=O)cc1OC
29. COc1cccc(NC(=O)c2ccc3snnc3c2)c1
30. COc1ccc(-c2ncncc2-c2csc(C)n2)c(O)c1
31. COc1ccc(CN(Cc2ccccn2)C(=O)CN2C(=O)C(C)Oc3ccccc32)cc1 (stereo unspecified)
32. O=S(=O)(NCC1CCCO1)c1ccc(S(=O)(=O)N2CCCC2)cc1 (stereo unspecified)
entry no.,25,26,27,28,29,30,31,32
JMJD2A Tudor,-15%,-5%,-4%,3%,3%,-25%,-18%,-5%
BAZ2B inh,u,x,5%,-15%,3%,-6%,5%,8%
GLS inhibitor,15%,-5%,3%,0%,5%,30%,-6%,-5%
RGS4 inhibitor,-14%,-19%,20%,-22%,-3%,3%,-2%,18%
ALOX12 inh,i,u,i,-10%,0%,u,0%,2%
ERG Ets-DNA blk,-4%,-8%,0%,-8%,-1%,2%,-6%,x
PI4K2A inh,3,4,-1,5,12,-4,-6,-8
G9a block,2%[12.7 µM],x,7%[2.33 µM],u,12%[59 µM],-22%[12.7 µM],-47%,2%[59 µM]
HP1b binding inh,25%,47%[activator],32%,23%,40%[activator],12%,25%,33%[activator]

33. CCN(CC)c1ccc(S(=O)(=O)N2CCOCC2)cc1NC(=O)CNCc1cccc(Cl)c1
34. O=C(NCc1ccccc1)C1CCCN1S(=O)(=O)c1ccc(F)cc1 (stereo unspecified)
35. Cc1cccn2c(=O)c3cc(C(=O)NCCN4CCOCC4)c(=N)n(Cc4cccnc4)c3nc12
36. COc1cc(NC(=O)c2ccccc2)c(OC)cc1NC(=O)CN1C(=O)N(C)C2(CCCCC2)C1=O
37. CC(=O)Oc1c(S(=O)(=O)c2ccccc2)c(C)nn1C(C)(C)C
38. Cc1ccc(-n2c(=O)c3ccccc3n(CC(=O)Nc3cccc(C(F)(F)F)c3)c2=O)cc1
39. NCCSc1c(-c2ccc(F)cc2)[nH]c2ccccc12
40. CCN(CC)S(=O)(=O)c1cc(NC(=O)COC(=O)CCc2nc3ccccc3s2)ccc1C
entry no.,33,34,35,36,37,38,39,40
JMJD2A Tudor,50µM*,2%[57.1 µM],-27%,u,4%,-14%,u,-1%
BAZ2B inh,x,u,-7%,u,5%,-16%,-24%,2%
GLS inhibitor,8%,3%,2%,8%,10%,3%,2%,-7%
RGS4 inhibitor,24%,u,-28%,8%,1%,-2%,1%,-3%
ALOX12 inh,u,-1%,-19%,-7%,0%,-3%,17%,-8%
ERG Ets-DNA blk,2%,-4%,2%,9%,1%,-2%,-1%,3%
PI4K2A inh,1,1,0,-2,2,2,8,0
G9a block,x,x,66%[activator],79µM*,-2%[59 µM],-5%[59 µM],-7%,0%[59 µM]
HP1b binding inh,u,0%,23%,-22%,34%,33%,-3%,27%

# Not all compounds are listed (hit frequency here may not be typical).
